Source: PubChem (National Center for Advancing Translational Sciences (NCATS))
IL1B secr inh: blocks inflammasome-driven IL-1 beta release. 4.7% of 360,000 active. THP-1 LPS/ATP IL-1B secretion, AlphaLISA, 16 h; hits give low values. activity change, % at 57.5 µM; in the data active = activity change below about -50%; inconclusive = mostly about -30% to -49%; note: % is set by controls: 0 for no effect and ±100 for the full control effect
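THP-1 cells pretreated 1 hr with compounds (up to 57.5 uM final), then stimulated with LPS (250 ng/mL final) plus ATP (1.25 mM final); secreted IL-1B measured by AlphaLISA after 16 hr, decreased signal indicating inhibition.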
HEK293 tox: cytotoxicity in counter-screen for GLP-1R inverse agonists | 0.13% of 410,000 active | HEK293 cAMP-luciferase reporter cells, luminescence, 24 h | Potency, µM (series often up to 38.3 µM), without a hit: top-dose activity change, negative = inhibition, most hits filed as inhibitors;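 note: loss of luciferase light is scored as toxicity; potency is the fitted concentration of half-maximal effect; % is set by controls: 0 for no effect and ±100 for the full control effect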
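Cells in DMEM/10% Nu serum/1% pen-strep, 1536-well format. Pre-incubated 12 h, dosed with 23 nL compound, incubated a further 24 h. Luciferase detection, 12 min at room temp, luminescence.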
MCF10A rerep: induces DNA re-replication in MCF 10a normal breast cells. Potency, µM (highest dose often 46.1 µM), inactives show at the highest dose activity, positive = re-replication, hits mostly activators. 2.9% of 350,000 active. MCF 10A DNA re-replication, Hoechst nuclear intensity, 48 h; note: potency is the fitted concentration of half-maximal effect; % of control where 0% means no effect; nearly all actives have a fitted effect of over 50% in size
DRD3 agonist: agonists of human D3 dopamine receptor; D3R DiscoveRx beta-arrestin cells, luminescence, 90 min; max activation, %; 0.58% of 410,000 active; AID 652048; in the data active = max activation above about 30%; note: 0% is about no effect; mostly tested at two doses, the higher about 12 µM
Target sequence (P35462 whole entry, looked up): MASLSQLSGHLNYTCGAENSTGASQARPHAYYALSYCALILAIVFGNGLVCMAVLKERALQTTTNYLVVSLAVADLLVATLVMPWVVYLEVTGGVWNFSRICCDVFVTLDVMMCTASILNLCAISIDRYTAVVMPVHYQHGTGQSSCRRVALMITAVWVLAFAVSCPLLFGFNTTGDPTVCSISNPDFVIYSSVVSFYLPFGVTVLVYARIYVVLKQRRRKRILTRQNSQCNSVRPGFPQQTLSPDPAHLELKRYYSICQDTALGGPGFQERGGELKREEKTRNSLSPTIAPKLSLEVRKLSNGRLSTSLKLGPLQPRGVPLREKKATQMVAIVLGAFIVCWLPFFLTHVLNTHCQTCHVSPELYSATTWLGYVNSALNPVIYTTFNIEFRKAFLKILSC
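Cells at 1500/well, incubated overnight, then treated with pinned compounds (dopamine as control) for 90 min at 37 degrees C. DiscoveRx reagent added for 30 - 60 minutes at room temperature; luminescence read.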
KB-3-1 tox: KB-3-1 parental cell cytotoxicity. KB-3-1 viability, CellTiter-Glo ATP luminescence, 72 h. Potency, µM (doses to about 46.1 µM), without a hit: at the highest dose activity change, negative = cytotoxic, most hits filed as cytotoxic. 1.4% of 400,000 active. AID 1347075; note: potency is the fitted concentration of half-maximal effect; % is set by controls: 0 for no effect and ±100 for the full control effect; nearly all actives have a fitted effect of over 60% in size
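Here the drug-naive KB-3-1 line serves as comparator for MDR sub-line selectivity; cells received compound titrations, 72 h at 37 °C, then CellTiter-Glo readout.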
HT1080 IDH1KD tx: HT-1080 IDH1 knockdown cell toxicity (counter line). Potency, µM (titrated, usually from 46.1 µM), for the others: at the top dose activity, negative = toxicity, most hits filed as cytotoxic. 2% of 360,000 active. HT-1080 IDH1 knockdown viability, ATP luminescence, 48 h;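 note: potency is the fitted concentration of half-maximal effect; 0% = DMSO wells and -100% = cell-free medium wells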
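Assay cells: HT-1080 with IDH1 knockdown, 750 per well, RPMI/5% FBS. Exposure: 48 h at 37 °C following 2 h pre-incubation. Read: CellTiter-Glo luminescence; fitted concentration-response, curve class assigned.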
HT1080NT lethal: kills 2HG-producing HT-1080-NT fibrosarcoma cells. Potency, µM (series often up to 46.1 µM), for the others: at the top dose activity, negative = less viability, usual class: cytotoxic. HT-1080-NT fibrosarcoma viability, CellTiter-Glo ATP luminescence, 48 h. 1.6% of 360,000 active;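 note: NT is the 2HG producing partner of a matched IDH1 knockdown line; potency is the fitted concentration of half-maximal effect; 0% = DMSO-treated cells and -100% = media-only wells without cells; nearly all actives have a fitted effect of over 55% in size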
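Compounds were tested in concentration-response format on HT-1080-NT cells for 48 hours at 37 degrees C. Cell viability came from CellTiter-Glo luminescence; curves were classified by r2, response magnitude and activity.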
SW480 rereplic: inducers of DNA re-replication in SW480 colon cancer cells; SW480 DNA re-replication, Hoechst DNA content imaging, 48 h; AID 624297; Potency, µM (titrated, usually from 46.1 µM), for the others: at the top dose re-replication activation, actives largely listed as activators; 1.8% of 340,000 active; note: potency is the fitted concentration of half-maximal effect; % of control where 0% means no effect; nearly all actives have a fitted effect of over 55% in size
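Compounds, transferred as 23 nL by pin tool, were incubated with cells for 48 hr; DNA content per nucleus was then quantified by Hoechst staining and fluorescence plate imaging.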
KB-V1 cytotox: kills drug-selected multidrug resistant KB-V1 cells. KB-V1 MDR cells viability, CellTiter-Glo, 72 h. 3.4% of 400,000 active. Potency, µM (top dose mostly 46.1 µM), without a hit: at the highest dose activity change, negative = cytotoxicity, hits mostly cytotoxic; note: potency is the fitted concentration of half-maximal effect; % is set by controls: 0 for no effect and ±100 for the full control effect; nearly all actives have a fitted effect of over 60% in size
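Potencies derive from concentration-effect curves fitted to normalized luminescence (CellTiter-Glo) of KB-V1 cells treated for 72 h at 37 degrees C in phenol-red-free DMEM containing 10% FBS.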
An asterisk follows results filed as active; i = inactive; ? = inconclusive; . = not tested or not shown; [ ] = remark or other dose. Unless noted, calls come from the whole dose curve; as a rule, active = well fitted curve in the direction sought with a large enough effect; inconclusive = small, poorly fitted or top-dose-only effect, or another doubt; inactive = no such curve, though single readings can be large; an effect the other way counts as inactive or inconclusive.

mol,IL1B secr inh,HEK293 tox,MCF10A rerep,DRD3 agonist,KB-3-1 tox,HT1080 IDH1KD tx,HT1080NT lethal,SW480 rereplic,KB-V1 cytotox
CC(=O)c1ccc(NC(=O)NNS(=O)(=O)c2ccc(F)cc2)cc1,-8,3%,-48%[inhibitor],4,.,9%,-10%,-3%,.
CCCCN(Cc1ccco1)S(=O)(=O)c1c[nH]c(C(=O)OC)c1,0,-15%,5%,-21,?,?,?,?,-1%
O=C(Cn1c(=O)ccc2cc(S(=O)(=O)N3CCCC3)ccc21)Nc1ccc(Cl)cc1,.,-9%,.,6,6%,.,.,.,1%
CN(C)S(=O)(=O)c1cc(NC(=O)CNCCN2CCOCC2)ccc1Cl,15,3%,-2%,-16,0%,11%,?,-15%,4%
CCOC(=O)c1c(C)[nH]c(NC(=O)NNC(=O)c2ccc(OC)cc2)c1C,-9,-5%,4%,2,20%,2%,2%[9.24 µM],2%,5%
CCOC(=O)C1=C(C#N)C(C(=O)OCC)c2ncccc21 (configuration not stated),0,8%,.,-3,-2%,-8%,-1%,.,-17%
CN(CC(=O)Nc1ccc(N2CCOCC2)cc1)C(=O)COc1ccccc1F,-5,-1%,-10%,-1,-2%,7%,9%,-5%,9%
O=C(COC(=O)c1cc(=O)[nH]c2ccccc12)NCc1ccccc1,34,2%,-3%,-3,-5%,4%,3%,-11%,0%
Cc1cc(NC(=O)c2ccccc2C)ccc1NC(=O)c1ccccc1Cl,-2,5%,22%,-3,-1%,-5%,-7%,3%,-12%
O=C(O)CCC(=O)NNC(=O)COc1ccc2ccccc2c1Br,3,-11%,5%,-3,-5%,-15%,2%,0%,-1%
CCOCCCNC(=O)c1ccc(OC)cc1,14,5%,-1%,0,6%,11%,20%,-10%,25%
CCOC(=O)C1(CCOC)CCN(Cc2ccncc2)CC1,22,11%,-22%,-3,1%,17%,4%,-4%,18%
O=C(CC1(O)C(=O)Nc2ccc(Br)cc21)c1ccccc1 (configuration not stated),73,-10%,.,-9,1%,-3%,-19%,.,-2%
O=C(c1ccc([N+](=O)[O-])cc1)N1CCN(C(=O)c2cccs2)CC1,-5,15%,-10%,-4,2%,-1%,-1%,-6%,2%
Cc1ccc2onc(CNC(=O)Nc3ccccc3C#N)c2c1,.,-8%,.,10,0%,.,.,.,0%
COc1ccccc1/C=C/C(=O)NCC(=O)N/N=C(/C)c1ccc(Cl)cc1,26,?,?,-3,-1%,-1%,4%,19%,-6%
COc1cc(OC)c(NC(=O)C2=C(C)C(=O)OC23CCN(C(C)=O)CC3)cc1Cl,.,16%,.,6,8%,.,.,.,5%
O=C(NCc1nc2ccccc2[nH]1)C1=C[C@@H](c2ccc(Br)cc2)C[C@@H](OCc2ccc(CO)cc2)O1,0,-9%,?,-16,-24%,?,-30%,?,0%
O=C(NCc1ccc2c(c1)OCO2)c1cccc2c1C(=O)N(C1CCCCC1)C2,-21,19%,1%,3,8%,11%,0%,1%,8%
Cc1cc(C)c2c(CC(=O)Nc3ccc(F)cc3)coc2c1,.,-1%,.,5,-9%,.,.,.,-7%
CCC(=O)Nc1ccc(C(=O)CSc2nnc(-c3cccnc3)o2)cc1,-3,-18%,1%,2,7%,6%,10%,0%,4%
Cc1oc2c(c1C(=O)Nc1ccc(OC(F)(F)F)cc1)C1=NCCN1C=N2,.,8%,.,-9,3%,.,.,.,-10%
O=C(Nc1ccc(C(=O)O)cc1)/C(=C\c1ccc([N+](=O)[O-])cc1)NC(=O)c1ccc(Br)cc1,-9,-5%,11%,4,10%,6%,1%,-8%,-6%
CCOC(=O)C1CCN(C(=O)c2cccc(S(=O)(=O)N(C)C3CCCCC3)c2)CC1,13,5%,0%,0,-6%,-4%,-1%,0%,?
Cc1cc([N+](=O)[O-])cc2c1NC(c1ccccn1)C1CC=CC21 (configuration not stated),18,-9%,0%,11,-2%,0%,0%,9%,-1%
COc1ccc(/C=C/C(=O)NCCCc2ccccc2)cc1OC,-9,1%,2%,-3,5%,19%,14%,2%,-5%
COC(=O)c1cc(C(=O)OC)cc(N2C(=O)CN=C2Nc2nc(C)cc(C)n2)c1,4,25%,4%,-7,0%,0%,3%,-3%,-14%
CCOC(=O)C1=C2c3cc(OC)c(OC)cc3CC(C)(C)N2C(=O)C1=O,4,0%,-2%,4,-3%,0%,7%,1%,-22%
CCN1C(=O)[C@@H]2[C@@H]3CN(S(=O)(=O)c4ccccc4C)[C@@H](c4ccc(Cl)cc4)[C@@H]3C(=O)C[C@@H]2C1=O,-16,5%,.,-7,0%,4%,0%,.,3%
c1ccc(-c2ncc(-c3ccn[nH]3)s2)cc1,?,-2%,5%,4,0%,13%,1%,0%,?
Cc1ccc(SC(C)C(=O)NC2CC2)cc1 (configuration not stated),-1,1%,1%,1,-6%,13%,?,2%,-6%
O=C(Cn1nc(C(=O)O)c2ccccc2c1=O)Nc1ccc2c(c1)OCO2,7,-2%,-6%,3,2%,1%,-5%,?,0%
CC(=O)c1cccc(NC(=S)N2CCN(S(C)(=O)=O)CC2)c1,i,11%,-3%,4,-2%,15%,8%,-9%,0%
Cc1c(C)n(CC(O)CN2CCCCCC2)c2ccccc12 (configuration not stated),-20,?,2%,0,0%,-12%,-12%,1%,5%
Cn1c(=O)cc(SCC(=O)NCCCN2CCN(c3ccccc3F)CC2)c2ccccc21,-14,-4%,1%,-5,-11%,-4%,1%,-7%,-25%
COc1cccc(/C=C/C(=O)NNC(=O)c2ccncc2)c1OC,-16,-6%,-4%,-2,2%,-1%,-4%,2%,-8%
O=C(CCN1C(=O)/C(=C\c2ccccc2)SC1=S)N1CCOCC1,-63*,?,11%,2,?,7%,6%,-24%,?
Cc1cc(=O)n2c(C(=O)Nc3ccc(C)c(Cl)c3)c(C(=O)Nc3ccccc3)sc2n1,.,2%,.,5,-3%,.,.,.,0%
O=c1[nH]c(/C=C/c2ccc(Br)cc2)nc2ccccc12,-8,1%,?,-5,0%,15%,-2%,-6%,-8%
C=CCOc1ccc(CN(C)C(=O)C2CCCO2)cc1 (configuration not stated),36,5%,10%,-2,-13%,-10%,-4%,-4%,-4%
COc1ccc(C(C)=O)cc1CSCCC(=O)O,-3,28%,4%,4,-5%,3%,16%,5%,?
Cc1ccccc1-n1nc(C)c2c(C(=O)NN)cc(-c3ccncc3)nc21,4,0%,-4%[9.22 µM],-3,4%,-2%,-4%,?,-1%
Nc1ncc(Br)cc1S(=O)(=O)NCCc1ccccc1,0,-5%,3%,-8,-3%,-1%,-17%,3%,3%
c1ccc(Nc2ccccn2)nc1,9,1%,-2%,-2,12%,-1%,1%,1%,-2%
COc1cc(OC)cc(C(=O)NCCCn2ccnc2)c1,20,-6%,2%,-12,7%,-4%,0%,1%,0%
CC1CC(C)CN(S(=O)(=O)N2CCCC(C(=O)NC3CCCCC3C)C2)C1 (configuration not stated),4,0%,1%,-1,-1%,-1%,2%,-16%,-3%
COc1ccc(S(=O)(=O)N/N=C\c2ccc([N+](=O)[O-])o2)c(OC)c1,-17,-1%,?,6,.,-3%,0%,29%,.
CCc1ccc(-c2csc(NC(=O)Oc3ccccc3)n2)cc1,-5,6%,-6%,1,2%,12%,9%,1%,?
COc1cc(/C=C2/C(=N)N3N=C(CC(=O)N4CCOCC4)SC3=NC2=O)ccc1OCc1ccc(F)cc1,-15,15%,2%,2,?,-1%,7%,-20%,0%
Cc1c(C(=O)N2CCOCC2)c(S(=O)(=O)Nc2ccccc2)c(C)n1C,-9,1%,7%,-5,0%,6%,0%,0%,-4%
O=C1c2ccccc2NC(c2ccc(-c3cccc([N+](=O)[O-])c3)o2)N1O (configuration not stated),23,-5%,20%,1,?,?,-19%,25%,2.3µM*
CNC(=O)c1ccsc1NC(=O)CS(=O)(=O)c1ccc(F)cc1,19,-6%,.,1,-5%,8%,0%,.,2%
C[N+]1(CC(O)COc2ccccc2)CCN(C(=O)c2ccc([N+](=O)[O-])cc2)CC1 (configuration not stated),17,4%,2%,-1,16%,-1%,-1%,-5%,3%
O=C(Nc1cccc(F)c1)[C@H](CSCc1ccccc1)N1Cc2ccccc2C1=O,.,3%,.,-3,-1%,.,.,.,-12%
Cc1cccc(NC(=S)NNC(=O)c2ccco2)c1,-27,3%,-5%,-12,0%,16%,16%,2%,8%
O=C(O)C1CCC(=O)N(C2CC2)C1c1ccccc1 (configuration not stated),-10,-2%,4%,-6,-1%,17%,25%,-11%,15%
CCOc1ccc(-n2c(-c3ccco3)nc3c(cnn3-c3ccc(C)cc3)c2=O)cc1,40,-6%,1%,-2,4%,-2%,10%,?,18%
CCOC(=O)CC(NC(=O)c1cc2ccccc2oc1=O)c1cccc([N+](=O)[O-])c1 (configuration not stated),-5,11%,14%,-9,0%,-17%,-10%,-1%,0%
CCSc1nnc(NC(=O)CSc2nnc(CNC(=O)c3ccc(OC)cc3)o2)s1,16,20%,1%,0,28%,-26%,?,-2%,19%
Cc1ccc(C)c(N2CCN(C(=O)C3CCCCN3S(=O)(=O)c3ccc(F)cc3)CC2)c1 (configuration not stated),-13,-13%,19%,6,?,-11%,-1%,5%,2.6µM*
COC(=O)c1ccccc1NC(=O)NCc1ccco1,0,12%,-8%,-4,2%,0%,6%,-5%,-27%
